Assay outcomes as filed in PubChem BioAssay.
TDP2 inh = human TDP2 enzyme inhibitors, primary screen, biochemical, epi absorbance, recombinant enzyme; Tyrosyl-DNA phosphodiesterase 2 (Homo sapiens), O95551; inhibition, % at 12.8 µM; T5PNP hydrolysis, p-nitrophenol absorbance 415 nm; hit rate 0.34% among 370,000;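 active means inhibition above the mean of all tested compounds plus 3 SD, set per campaign, cut at about 25% in these data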;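 further: 0% = DMSO with enzyme and 100% = buffer with substrate but no TDP2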
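Test system: human TDP2 enzyme; Input: 120 nM TDP2 per well; Buffer or medium: Mg2+-containing Tris-HCl buffer, pH 7.5; Reagent: 5 mM T5PNP; Dosing: 12.8 µM single point, 1% DMSO; Incubation: reaction 2 h, 37 °C; Detection: p-Nitrophenol epi absorbance; Read-out: % inhibition relative to enzyme-containing and enzyme-free wells; Replicates: single well per compound.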
Tn7 DDE FP = inhibitors of Tn7 peptide binding to fibrin DD(E), primary screen, biochemical, fluorescence polarization, human fibrin, Tn7 probe. hit rate 0.13% among 370,000. inhibition, % at 8.3 µM. Fibrinogen beta chain (Homo sapiens), P02675. FP displacement of FITC-Tn7 peptide from fibrin DD(E); 0% = median of compound wells per plate;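 active means inhibition above the mean of compounds falling within the control limits plus 3 SD of them, cut at about 14% in these data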;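 further: 0% = plate median of compound wells and 100% = 10 µM Aha-Tn7 peptide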
Target sequence (P02675 whole entry, looked up): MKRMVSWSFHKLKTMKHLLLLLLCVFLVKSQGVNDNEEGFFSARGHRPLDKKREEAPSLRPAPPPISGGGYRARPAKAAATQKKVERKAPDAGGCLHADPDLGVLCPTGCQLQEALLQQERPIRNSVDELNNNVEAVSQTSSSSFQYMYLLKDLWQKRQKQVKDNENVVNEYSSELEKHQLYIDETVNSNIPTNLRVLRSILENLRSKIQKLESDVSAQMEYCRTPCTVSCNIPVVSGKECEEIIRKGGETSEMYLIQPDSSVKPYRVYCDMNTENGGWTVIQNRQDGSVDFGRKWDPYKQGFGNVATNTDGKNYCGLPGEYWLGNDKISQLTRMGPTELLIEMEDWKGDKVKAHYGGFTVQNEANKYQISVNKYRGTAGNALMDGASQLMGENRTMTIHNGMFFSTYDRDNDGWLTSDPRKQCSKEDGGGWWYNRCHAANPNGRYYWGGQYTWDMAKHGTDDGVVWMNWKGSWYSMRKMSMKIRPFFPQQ
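Also added: labelled Tn7 tracer, 0.1 µM; Assay system: human fibrin DD(E) protein; Amount: 2 µM fibrin DD(E); Schedule: 10 min compound pre-incubation, 3 h probe incubation at room temperature; Repeats: one replicate per compound; Read-out basis: percent inhibition; Measured by: fluorescence polarization of the labelled Tn7 tracer.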
PRMT1 inh = PRMT1 methyltransferase inhibitors, primary screen, biochemical, fluorescence polarization. inhibition, % at 2.79 µM. Protein arginine N-methyltransferase 1 (Homo sapiens), Q99873. hit rate 1.3% among 370,000. recombinant PRMT1, activity-based probe fluorescence polarization. AID 652257, 2013;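 active means inhibition above about 21% made by adding two undisclosed values, limit read from the data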
UHRF1 MBD2 ctr = UHRF1 methylated DNA binding inhibitors, primary screen, counter-screen for MBD2 inhibitor project, biochemical, TR-FRET, human UHRF1, single concentration | UHRF1 binding to methylated oligo | inhibition, % at 4.4 µM | hit rate 0.75% among 370,000 | AID 687016, 2013; in the data active means inhibition above about 21%;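 further: UHRF1 SRA domain binding a hemimethylated CpG hairpin DNA probe; 0% = median of test compound wells and 100% = reference inhibitor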
TCR-CD3 inh = inhibitors of human TCR-CD3 interaction, primary screen, biochemical, fluorescence, TAMRA-labeled TCR probe. T-cell receptor (TCR). inhibition, % at 9.4 µM. hit rate 0.37% among 360,000; in the data active means inhibition above about 19%;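 further: recombinant mutant TCR 2C K166C tagged with TAMRA read by polarization; 0% = receptor in buffer alone and 100% = receptor with positive control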
SIAE primary = human SIAE inhibitors, primary screen, biochemical, fluorescence polarization, FP-Rh probe, 1536-well HTS; Sialate O-acetylesterase (Homo sapiens), Q9HAT2; AID 1053197, 2014; SIAE FP-Rh probe binding; inhibition, % at 9.66 µM; hit rate 0.69% among 370,000;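 active means inhibition above a cutoff: mean of compounds within the control limits plus 3 SD of those, cut at about 17% in these data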;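 further: 0% = plate median of compound wells and 100% = probe without SIAE protein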
Target sequence (Q9HAT2 whole entry, looked up): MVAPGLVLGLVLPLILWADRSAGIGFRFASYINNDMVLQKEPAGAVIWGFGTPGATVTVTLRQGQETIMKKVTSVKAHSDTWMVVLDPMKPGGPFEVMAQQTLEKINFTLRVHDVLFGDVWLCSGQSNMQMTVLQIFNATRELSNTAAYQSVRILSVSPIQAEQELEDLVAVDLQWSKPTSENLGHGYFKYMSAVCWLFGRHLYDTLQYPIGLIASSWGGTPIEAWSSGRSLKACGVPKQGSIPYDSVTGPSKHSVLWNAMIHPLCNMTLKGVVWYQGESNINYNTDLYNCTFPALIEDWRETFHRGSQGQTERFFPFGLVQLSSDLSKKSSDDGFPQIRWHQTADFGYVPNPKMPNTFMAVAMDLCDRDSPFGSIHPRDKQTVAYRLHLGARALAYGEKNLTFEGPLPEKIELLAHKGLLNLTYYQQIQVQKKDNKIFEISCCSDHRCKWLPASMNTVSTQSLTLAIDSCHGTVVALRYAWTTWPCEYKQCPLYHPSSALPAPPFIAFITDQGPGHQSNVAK
PG9 Ab binder = binders of HIV-1 gp120 antibody PG9, primary screen, biochemical, TR-FRET | inhibition, % at 6.7 µM | HIV-1 gp120 / PG9 antibody interaction | AID 624416, 2012 | hit rate 0.43% among 360,000 | TR-FRET gp120-PG9 antibody binding; in the data active means inhibition above about 8.5%
LEDGF integ inh = blockers of LEDGF/p75-dependent integrase strand transfer – biochemical, TR-FRET, high throughput, primary screen; HIV-1 integrase (with human LEDGF/p75); TR-FRET IN-LEDGF/p75 DNA integration, Eu/Cy5; inhibition, % at 3.7 µM; hit rate 0.64% among 370,000; AID 743269, 2014;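 active means inhibition above the screen-wide mean plus 3 SD, cut at about 13% in these data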;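 further: signal is the Cy5 over europium emission ratio at 671 and 618 nm; 0% = plate median of compound wells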
HTRA1 inhibitor = HTRA1 serine protease inhibitors, primary screen, biochemical, fluorescence polarization, HTS; hit rate 0.5% among 340,000; Q92743; inhibition, % at 5.96 µM; recombinant HTRA1, FP-rhodamine activity-based probe; in the data active means inhibition above about 36%;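 further: 0% = enzyme with DMSO and 100% = wells lacking enzyme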
ABHD4 inh = ABHD4 inhibitors, primary screen, biochemical, fluorescence polarization, mouse | (Lyso)-N-acylphosphatidylethanolamine lipase (Mus musculus), Q8VD66 | purified mABHD4, FP-Rh probe fluorescence polarization | inhibition, % at 8.92 µM | hit rate 0.54% among 370,000;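 active means inhibition exceeding the mean over every tested compound plus 3 SD, cut at about 30% in these data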;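 further: 0% = plate median of compound wells and 100% = S159A mutant with DMSO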
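Doses – 8.92 µM, single dose · Material – wild-type mouse ABHD4 protein · Replication – single well per compound (singlicate) · Measure – percent inhibition of probe binding, normalized to plate controls · Schedule – 45 min compound pre-incubation plus 60 min probe step, 25 °C · Detection – fluorescence polarization with parallel and perpendicular emission, 525/598 nm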
* = called active by the depositor; / = not tested or not shown.

smiles	TDP2 inh	Tn7 DDE FP	PRMT1 inh	UHRF1 MBD2 ctr	TCR-CD3 inh	SIAE primary	PG9 Ab binder	LEDGF integ inh	HTRA1 inhibitor	ABHD4 inh
COc1ccc(CNC(=O)C2CCCN2S(=O)(=O)c2ccc(Cl)cc2)cc1 (stereo not given)	-1	-6	-5	-1	-1	12	1.5	3	-7	1
COCCNC(=O)Cn1cc(C(=O)c2cccs2)c2ccccc21	3	8	0	-1	3	13	-0.3	2	-3	1
Cc1c(Cl)cccc1NC(=S)NCc1cccs1	-8	-3	-2	-4	0	12	-3.3	5	-6	-7
COc1ccc(OC)c(CNC(=O)C2CCCN(S(=O)(=O)N3CC(C)CC(C)C3)C2)c1 (stereo not given)	5	-6	0	-1	3	-2	-1.7	-1	-3	1
Cc1ccc(-c2nc(N)sc2CC(=O)OCC(=O)NC2CCCC(C)C2C)cc1 (stereo not given)	-9	13	1	-2	3	-6	-2.6	-2	-9	6
CC(C)C(C(=O)Nc1nccs1)c1ccc(Cl)cc1 (stereo not given)	-4	3	2	3	-4	2	0.7	-3	-24	-4
COc1ccc(C(=O)Nc2ccnn2C2CCN(C(=O)c3cc(C)on3)CC2)cc1	14	-4	-3	-2	-1	3	1.4	-1	4	4
CC1CCN(CC(=O)Nc2ccccc2Sc2ccccc2)CC1	-1	8	-2	0	6	-2	-0.1	0	-26	0
COc1cc(/C=N\NC(=O)C(C)(C)O)ccc1OC/C=C/c1ccccc1	6	1	-2	-1	-3	1	-3.4	-2	1	2
O=C(COc1nsnc1N1CCOCC1)N1CCOCC1	15	3	-1	-1	0	0	0.0	4	2	2
COc1ccc(NC(=O)N(O)C2(C#N)CCCCC2)cc1	6	4	-2	-2	1	5	-1.1	1	0	-1
Cc1ccc(/C=N/NC(=O)CSc2nnc(-c3ccc(Cl)cc3)n2-c2ccccc2)o1	-7	-3	2	-6	3	-2	-2.1	-2	-34	14
Cc1ccc(S(=O)(=O)N2CCN(C(=O)CSc3ccc(F)cc3)CC2)cc1	-16	5	-4	2	0	3	-0.7	2	3	-3
Cn1c(=O)[nH]c(=O)c2[nH]c(CO)nc21	-9	5	-4	-2	4	0	-0.2	2	5	-7
Cc1cc2ccccn2c1C(=O)Nc1cccc(Cl)c1	-15	4	10	3	-11	1	2.2	-2	-6	-10

(cont.)
smiles	TDP2 inh	Tn7 DDE FP	PRMT1 inh	UHRF1 MBD2 ctr	TCR-CD3 inh	SIAE primary	PG9 Ab binder	LEDGF integ inh	HTRA1 inhibitor	ABHD4 inh
Cc1ccc(C23CC4CC(CC(CC(=O)NC(C)(C)CO)(C4)C2)C3)cc1	5	6	-1	-2	2	-5	0.5	1	-16	-3
COc1ccccc1-c1noc(-c2cccs2)n1	-2	0	5	2	-1	-2	0.6	-1	-7	-10
Cc1c(Cl)cccc1NC(=O)CC1Sc2ccccc2NC1=O (stereo not given)	-4	0	-2	1	3	-3	-0.4	4	-1	-2
CCOc1ccc(CN(C)C(=O)CNC(=O)c2ccc3ccccc3c2)cc1OC	-14	0	0	-2	5	0	2.0	0	-4	1
CC(=O)Nc1ccc(NC(=O)C(C)OC(=O)C(C)SCC(=O)Nc2ccc(C)cc2)cc1 (stereo not given)	14	3	-2	-1	6	2	-0.3	0	0	2
CNC(C)c1cc(OC)ccc1OC (stereo not given)	-3	-1	-2	-2	3	4	0.5	4	-7	3
CCOC(=O)c1ccc(NC(=O)CC2S/C(=N/N=C/c3c[nH]c4ccccc34)NC2=O)cc1 (stereo not given)	6	2	2	0	-2	6	0.9	5	-5	-21
C[C@@H]1ON(C)[C@H]2C[C@H]3c4[nH]c5c(-c6cccc(F)c6)cccc5c4CCN3C(=O)[C@@H]12	2	3	-2	-1	-3	5	-0.1	-3	/	0
COc1ccc(CNC(=O)C2(c3ccc(Cl)cc3)CC2)cc1	-25	-2	-2	3	-10	-4	-1.2	4	-1	-15
CC(C)(C)c1ccc(-c2nnc(SCC(=O)c3ccc4ccccc4c3)n2-c2ccc(Cl)cc2)cc1	7	7	9	-1	/	-3	/	1	/	0
CC(=O)c1sc(NC(=O)CCCc2nc3ccccc3c(=O)[nH]2)nc1-c1ccccc1	-5	-4	-5	0	1	-6	0.3	3	-3	-2
Cc1noc(C)c1NC(=O)Nc1ccc2c(c1)C(=O)N([C@H](C)CO)C[C@H](C)[C@@H](CN(C)S(=O)(=O)c1ccccc1)O2	-2	0	-2	-1	8	0	1.1	-4	-6	1
CCC(C)NC(C(=O)Nc1ccc(Cl)c([N+](=O)[O-])c1)c1ccccc1 (stereo not given)	0	5	4	2	3	-5	-2.2	-1	-18	-6
CN(Cc1ccccc1)C(=O)c1nc[nH]c1C(=O)N1CCN(c2ccccc2)CC1	7	-3	1	-2	-4	-1	0.1	0	-5	4
COc1ccc(-n2c(SC3CCOC3=O)nc3ccccc3c2=O)cc1Cl (stereo not given)	0	2	4	2	-7	-1	-0.9	-8	-14	-2

Other records
Sequence of screens: TDP2 inh, Tn7 DDE FP, PRMT1 inh, UHRF1 MBD2 ctr, TCR-CD3 inh, SIAE primary, PG9 Ab binder, LEDGF integ inh, HTRA1 inhibitor, ABHD4 inh
- O=C(CN(Cc1ccco1)S(=O)(=O)c1cccs1)Nc1ccccc1C(F)(F)F
    5, 10, 3, 5, 4, -2, -0.2, -1, -6, -2
- COc1ccc(C(=O)OCC(=O)c2ccc3c(c2)NC(=O)CO3)cc1S(=O)(=O)N1CCOCC1
    7, 6, 3, 1, 1, -3, 0.6, -1, 7, -3
- CC(OC(=O)COc1ccccc1)C(=O)NC1CCCC1 (stereo not given)
    -11, 3, -3, -2, 4, -3, -1.2, 2, 9, -2
- CN1C=CC=C/C1=C1\SC(=S)N(N)C1=O
    -2, 2, -1, -7, 3, 5, -2.6, -4, 2, -3
- Cc1ccc(S(=O)(=O)N2[C@@H](c3ccc(Cl)cc3)C(C(=O)O)=CC[C@H]2c2cccs2)cc1
    -1, 4, 3, -1, -1, 5, 1.3, -3, -17, 6
- COc1ccc2nc(SCC(=O)Nc3ccc4c(c3)CCC4)[nH]c2c1
    1, -5, 4, -3, 9, -1, -2.2, 1, -23, 2
- CCOc1ccc(Nc2nc(CC(=O)OC)cc(=O)[nH]2)cc1
    5, 0, 0, 1, -7, -6, 0.2, -6, -1, -5
- CC(=O)Nc1ccc(S(=O)(=O)NCC(=O)OCC(=O)c2cc(C)n(-c3ccc4c(c3)OCO4)c2C)cc1
    -6, -6, 2, -6, 2, -16, -2.1, 6, -2, -17
- C=CCNc1nc2c3ccccc3n(C(C)=O)c2s1
    -1, 10, 13, -10, 9, 7, -8.1, -2, 8, 6
- c1ccc(-c2ccc(OCCOCCn3cncn3)cc2)cc1
    7, 3, 1, 1, -3, -2, 0.3, 2, 5, 9
- C[C@H]1CN(C(=O)OC(C)(C)C)CCN1c1ccc(N2CCS(=O)(=O)CC2)c(C#N)c1
    3, 3, 3, -2, -2, 4, 0.7, -6, /, 2
- COCCN(Cc1ccccc1)C(=O)C1CCN(S(=O)(=O)c2ccc(OC)c(OC)c2)CC1
    7, -8, -4, 1, 1, -1, -3.3, -1, 0, -5
- Cc1cc(S(=O)(=O)NCc2ccccn2)c(Cl)cc1Cl
    11, 1, 1, 0, -6, -3, -1.9, -3, -1, -1
- CC(C)(C)S(=O)(=O)N1Cc2ccc(CO)cc2[C@H]1CCO
    10, 6, 0, -1, 7, 0, 0.6, 1, 5, 1
- O=C(NCc1ccccc1Cl)c1ccc(S(=O)(=O)Nc2cccc(C(F)(F)F)c2)cc1
    -13, -9, -1, -7, 4, -11, -1.1, 5, -32, -28
- Cc1ccc(O)c(-c2cc(-c3ccccc3[N+](=O)[O-])[nH]n2)c1
    10, 1, -2, -3, 5, -2, -0.4, 2, -67, -31
- CCC(C)Sc1nnc(CSc2nc3nc(C)cc(C)n3n2)o1 (stereo not given)
    7, -2, 0, 2, -7, -7, 0.5, -1, -5, 1
- Cc1nnc(SCC(=O)NC2CCCc3c2cnn3-c2ccccc2F)o1 (stereo not given)
    22, 5, -2, 2, 2, -1, -0.8, 1, 5, -2

Structures shown so far that have two or more sulfur atoms:
Sequence of screens: TDP2 inh, Tn7 DDE FP, PRMT1 inh, UHRF1 MBD2 ctr, TCR-CD3 inh, SIAE primary, PG9 Ab binder, LEDGF integ inh, HTRA1 inhibitor, ABHD4 inh
- Cc1c(Cl)cccc1NC(=S)NCc1cccs1
    -8, -3, -2, -4, 0, 12, -3.3, 5, -6, -7
- Cc1ccc(S(=O)(=O)N2CCN(C(=O)CSc3ccc(F)cc3)CC2)cc1
    -16, 5, -4, 2, 0, 3, -0.7, 2, 3, -3
- O=C(CN(Cc1ccco1)S(=O)(=O)c1cccs1)Nc1ccccc1C(F)(F)F
    5, 10, 3, 5, 4, -2, -0.2, -1, -6, -2
- CN1C=CC=C/C1=C1\SC(=S)N(N)C1=O
    -2, 2, -1, -7, 3, 5, -2.6, -4, 2, -3
- Cc1ccc(S(=O)(=O)N2[C@@H](c3ccc(Cl)cc3)C(C(=O)O)=CC[C@H]2c2cccs2)cc1
    -1, 4, 3, -1, -1, 5, 1.3, -3, -17, 6
- CCC(C)Sc1nnc(CSc2nc3nc(C)cc(C)n3n2)o1 (stereo not given)
    7, -2, 0, 2, -7, -7, 0.5, -1, -5, 1
